Screening results as filed in PubChem BioAssay.
DAGLB inh: diacylglycerol lipase beta (human) inhibition | inhibition, % at 5.17 µM | 0.059% of 340,000 active | HEK293T DAGLB membrane lysate, EnzChek fluorogenic substrate; in the data active = inhibition above about 34%;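 also: 0% = enzyme with vehicle and 100% = wells lacking enzyme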
Target sequence (Q8NCG7 whole entry, looked up): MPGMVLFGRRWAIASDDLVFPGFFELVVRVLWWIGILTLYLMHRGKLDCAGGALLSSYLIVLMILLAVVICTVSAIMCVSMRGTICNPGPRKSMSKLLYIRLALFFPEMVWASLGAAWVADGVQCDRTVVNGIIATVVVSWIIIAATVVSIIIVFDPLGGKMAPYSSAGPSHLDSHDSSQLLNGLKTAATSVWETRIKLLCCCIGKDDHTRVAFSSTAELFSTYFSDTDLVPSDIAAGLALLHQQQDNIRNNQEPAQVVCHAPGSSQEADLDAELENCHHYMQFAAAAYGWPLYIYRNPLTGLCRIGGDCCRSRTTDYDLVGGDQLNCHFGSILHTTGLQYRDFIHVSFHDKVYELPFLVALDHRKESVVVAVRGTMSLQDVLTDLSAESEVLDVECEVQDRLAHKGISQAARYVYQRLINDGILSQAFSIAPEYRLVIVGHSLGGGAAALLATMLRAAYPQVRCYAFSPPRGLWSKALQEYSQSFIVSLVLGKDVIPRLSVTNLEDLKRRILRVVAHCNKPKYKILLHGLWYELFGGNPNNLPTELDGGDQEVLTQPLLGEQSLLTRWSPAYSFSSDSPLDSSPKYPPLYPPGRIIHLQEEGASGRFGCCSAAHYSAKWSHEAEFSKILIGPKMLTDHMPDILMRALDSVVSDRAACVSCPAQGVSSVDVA
Cardiac RTF inh: cardiac RTF calcium desensitization; 0.12% of 340,000 active; inhibition, % at 7.15 µM; IANBD-labeled cardiac RTF, Ca2+ fluorescence; AID 493244; P19429+P45379;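 active = inhibition above the mean inhibition of all tested compounds plus 3 SD, cut at about 17% in these data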;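 also: assay run at fixed EC70 calcium of 1.6 mM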
SR-BI uptake up: activators of SR-BI mediated HDL lipid uptake; activation, % at 12.5 µM; CHO ldlA[mSR-BI] cells, DiI-HDL uptake fluorescence, 3 h; 100 = double the neutral-control signal; 0.096% of 320,000 active;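 active = mean replicate activation of at least 60% and every replicate at or above 60%; inconclusive = mean or all-replicate condition met, but not both; inactive = mean below 60% and not all replicates reaching 60%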;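 also: 0% = median plate neutral-control signal and 100% = twice that signal; values of inactives mirror those of a sister screen read the other way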
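Material – SR-BI-overexpressing, LDLR-lacking CHO cells · Medium – BSA-supplemented, HEPES-buffered Ham's F12, pH 7.4 · Doses – single concentration · Times – compound with DiI-HDL co-incubation, 3 h at 37 °C · Measured by – bottom-read fluorescence, 550/595 nm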
Arrestin-AP2 inh: blocks beta-arrestin peptide binding to AP2 adaptin | inhibition, % at 10 µM | FITC-arrestin peptide / GST-AP2 beads, flow cytometry; AP2 beta2 appendage carries R879A mutation | 0.31% of 340,000 active;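 active = inhibition above a set limit, near 3 SD of compounds lacking own fluorescence, cut at about 54% in these data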;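 also: plate controls were DMSO wells for no effect and 5 µM unlabelled arrestin peptide for full effect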
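System: GST-AP2 R879A glutathione beads. Medium: PBS with 0.05% Tween 20 and 0.1% BSA. Also added: FITC-arrestin peptide, 50 nM. Incubation: 12 min plus 1 h, RT. Measured by: high-throughput flow cytometry of beads, ex 488, em 535 nm. Evaluation: percent drop in bead-associated FITC signal.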
Keap1 Nrf2 FP: disrupts human Keap1 binding to Nrf2 peptide; Q14145; Keap1 Kelch-Nrf2 peptide fluorescence polarization, 1536-well; inhibition, % at 9.4 µM; 0.15% of 340,000 active; AID 504523; in the data active = inhibition above about 12%; inconclusive = no clear call, values can overlap the other calls; inactive = below about 7.3%;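 also: human Keap1 Kelch domain with fluorescein labeled Nrf2 9mer peptide probe; 0% = neutral control wells and 100% = peptide positive control; higher means more block of Keap1 binding to Nrf2 peptide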
SR-BI HDL uptake: inhibitors of mouse SR-BI mediated HDL lipid uptake. Q61009. ldlA[mSR-BI] CHO cells, DiI-HDL uptake fluorescence, 3 h. inhibition, % at 12.5 µM. 0.96% of 320,000 active. AID 488896;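 active = mean replicate inhibition of at least 70% and a set share of replicates each scoring 70 or more; inconclusive = meets just one of the two criteria; inactive = fails both criteria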;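 also: 0% = median of neutral control wells and 100% = median of positive control wells; values of inactives mirror those of a sister screen read the other way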
NSD2 inh: NSD2 (human) methyltransferase inhibition; O96028; NSD2 peptide methylation, AlphaScreen, 120 min; inhibition, % at 12.5 µM; 0.54% of 310,000 active; in the data active = inhibition above about 50%
C-LANA FP: inhibitors of KSHV LANA C-terminal domain DNA binding. 0.078% of 340,000 active. inhibition, % at 9 µM. MBP-C-LANA/FAM-LBS DNA binding, fluorescence polarization. AID 504423;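 active = highest replicate inhibition at or above 60% at 9 µM, even if other replicates fall short; inactive = all replicates below 60% inhibition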;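 also: 0% = neutral control wells and 100% = 4 µM acridine orange control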
PKA-R2B act: activators of human PKA-R2B complex. PKA-R2B holoenzyme dissociation, Cy5-IP20 fluorescence polarization; R2B truncated from residue 108, S112A mutant; 0% DMSO only, 100% 113 µM cGMP. activation, % at 11.4 µM. 0.079% of 340,000 active. AID 504700;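 active = activation above a cutoff set at the mean over all compounds plus 3 SD, cut at about 18% in these data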;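 also: higher means more holoenzyme dissociation and a rise in polarization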
PvdQ acylase: P. aeruginosa PvdQ acylase inhibition; purified PvdQ acylase, fluorescence plate reader; inhibition, % at 10 µM; 0.063% of 340,000 active; in the data active = inhibition above about 30%, passing the limit was not always enough; inconclusive = no clear call, values can overlap the other calls;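 also: 0% = vehicle neutral wells and 100% = reference inhibitor wells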
An asterisk follows results filed as active; ? = inconclusive; . = not tested or not shown.

smiles	DAGLB inh	Keap1 Nrf2 FP	PKA-R2B act	Cardiac RTF inh	Arrestin-AP2 inh	C-LANA FP	PvdQ acylase	NSD2 inh	SR-BI uptake up	SR-BI HDL uptake
COc1ccccc1C(=O)NC(=O)COC(=O)C1CC1C (configuration not stated)	2	-5	-10	-8	-14	-5.7	-5	-2	3	-3
CCOC(=O)c1sc(NC(=O)CCN2C(=O)c3ccccc3C2=O)c(C(=O)OCC)c1C	-3	-3	4	-13	-5	-0.3	-9	.	-2	2
COc1cc(NC(=O)c2cccnc2)ccc1NC(=O)c1ccccc1Cl	1	-4	10	10	-18	-1.0	-7	.	.	.
Cc1ccc(C)c(S(=O)(=O)/N=C(/Nc2ccccc2)c2ccccc2)c1	-1	-3	4	-5	5	-0.8	-14	-2	?	-124
Cc1ccc(Cn2c(=O)c3ccccc3n3c(CCC(=O)O)nnc23)cc1	-1	-3	5	-6	-2	-0.3	-7	.	26	-26
Cc1nn(Cc2ccccc2Cl)c(C)c1C(=O)NC1=NCCS1	-4	-2	-4	-8	1	-0.4	-17	1	-17	17
CCN1C(=O)[C@H]2[C@H]3CN=C(SCc4ccc(Cl)cc4)N3[C@@](C)(C(=O)OC)[C@H]2C1=O	-1	-8	-7	-4	2	1.4	-15	.	17	-17
C1=C(N2CCOCC2)/C(=C/c2nc3ccccc3[nH]2)CC1	-4	-12	9	-14	9	14	15	.	7	-7
Cn1c(=O)cc(OCC(=O)NCCCN2CCN(c3ccccc3F)CC2)c2ccccc21	-8	-5	-8	-7	4	0.1	-12	2	-8	8
CCCNC(=O)CN(C)S(=O)(=O)c1c(C)cc(C)cc1C	2	1	9	-16	11	-2.1	-10	-4	2	-2
COc1ccccc1N1CCN(C2CCCN(C(=O)CCC(=O)N(C)C)C2)CC1 (configuration not stated)	0	-3	-5	3	-18	2.6	-15	-1	0	0
CCOC(=O)N1CCN(S(=O)(=O)N2CCCC(C(=O)NCCCN3CCCCC3CC)C2)CC1 (configuration not stated)	3	2	11	-3	-3	0.5	-10	-11	1	-1
CN(C)c1ccc(C(=O)c2ccc(O)cc2O)cc1	2	-4	3	-12	-2	1.0	2	5	-1	1
CC(C)(O)C#Cc1ccc(CN2CCCC(CO)(Cc3cccc(Cl)c3)C2)cc1 (configuration not stated)	-1	1	-7	4	25	-3.1	2	1	-11	11
O=C(O)c1cc(S(=O)(=O)NCC2CCCO2)ccc1Cl (configuration not stated)	1	-4	0	5	1	2.1	1	.	20	-20
CSc1cccc(NC(=S)N2CCC(N(C)C3CCCCCC3)CC2)c1	-1	-3	-6	-1	29	0.1	1	6	17	-17
COc1ccc(COc2ccc3ccc(=O)oc3c2)cc1	-4	-2	-10	-3	14	-0.2	5	-3	-1	1
O=C(NCC(c1cccs1)N1CCOCC1)c1ccc(Br)o1 (configuration not stated)	0	-2	-2	-5	17	1.6	-7	-2	1	-1
O=C(CC(CC(=O)c1ccccc1)c1ccncc1)c1ccccc1	-3	-3	-5	2	10	-0.9	-5	-4	38	-38
O=C(C1CC1)N1CCc2cc(Br)cc(S(=O)(=O)NCc3ccccn3)c21	1	4	-5	-21	28	-2.7	4	.	54	-54
COc1cc(C(=O)OCC(C)=O)ccc1OCc1c(C)noc1C	1	0	-7	-8	5	0.3	-10	-3	-11	11
Cc1ccc(-c2[nH]ncc2/C=N/n2c(COc3ccccc3C)nc3ccccc3c2=O)cc1	-6	-2	-17	7	1	-0.2	-5	-2	11	-11
COc1cccc(-c2cc3nc(-c4ccccc4)cc(N4CCCC(O)C4)n3n2)c1 (configuration not stated)	-1	3	-12	-23	-6	0.1	-7	-4	-55	55
Cc1ccccc1/C=N/NC(=O)CSc1nc2ccccc2o1	-8	-4	-8	5	7	4.2	-14	0	-21	21
CC1CCN(C(=O)CNC(=O)c2ccc(Br)o2)CC1	-6	-5	5	5	-9	2.4	-13	1	-5	5
CS(=O)(=O)NNC(=O)c1sccc1OCc1ncc(C(F)(F)F)cc1Cl	0	4	-9	-1	24	-0.5	-3	-2	-14	14
Cc1ccc(NC(=O)CSCc2cc(=O)n3ccsc3n2)c(C)c1	-1	-4	-6	3	31	0.4	9	0	-5	5
CN(Cc1c(C(=O)N/N=C/c2cccs2)nnn1-c1nonc1N)c1ccccc1	0	0	-9	0	-12	0.4	-12	18	-6	6
Cc1cc(Cl)ccc1NC(=O)CCCN1C(=O)CCC1=O	0	0	-4	-4	13	-0.7	-7	-1	1	-1
CCCOc1ccc(-c2nn(-c3ccccc3)cc2/C=C2\SC(N)=NC2=O)cc1	-1	-2	3	-7	6	0.4	-11	0	15	-15

The last two entries of the part above come first, to join the parts.
smiles	DAGLB inh	Keap1 Nrf2 FP	PKA-R2B act	Cardiac RTF inh	Arrestin-AP2 inh	C-LANA FP	PvdQ acylase	NSD2 inh	SR-BI uptake up	SR-BI HDL uptake
Cc1cc(Cl)ccc1NC(=O)CCCN1C(=O)CCC1=O	0	0	-4	-4	13	-0.7	-7	-1	1	-1
CCCOc1ccc(-c2nn(-c3ccccc3)cc2/C=C2\SC(N)=NC2=O)cc1	-1	-2	3	-7	6	0.4	-11	0	15	-15
CCC1(c2ccc(F)cc2)NC(=O)N(CC(=O)N2c3ccccc3NC(=O)CC2C)C1=O (configuration not stated)	-2	-4	-12	0	1	-1.2	6	-1	4	-4
Cc1cc(N2CCOCC2)n2nc(C)c(-c3ccccc3Cl)c2n1	0	4	-6	-9	-3	3.3	-14	-6	7	-7
O=C(COC(=O)c1ccc(F)cc1F)NC(=O)Nc1ccc2c(c1)OCCO2	0	-1	0	3	9	-0.4	-5	-9	11	-11
C[n+]1c(-c2ccc(C=NNC(=O)c3ccc(C(=O)NN=Cc4ccc(-c5cn6ccccc6[n+]5C)cc4)cc3)cc2)cn2ccccc21	-4	-2	-2	0	-4	-11	-19	38	1	-1
COc1cc(/C=N/NC(=O)COc2ccccc2C)ccc1OC(=O)c1cccs1	-1	6	4	-8	4	0.3	-17	2	13	-13
COc1cccc(C(=O)Nc2nnc(Cc3ccc(OC)c(OC)c3)s2)c1	0	2	2	-5	-13	-0.8	-15	-3	-1	1
CC(C)(C)C(=O)COC(=O)c1cc2ccccc2cc1O	-8	-2	-10	-2	17	0.0	-14	-2	-7	7
COc1cc(C)c(C#N)c(OC)n1	-1	-3	2	4	6	1.0	-19	-1	14	-14
C/C(CC(C)(C)c1ccccc1)=N\NS(=O)(=O)c1ccccc1	-2	-6	-7	4	28	-2.1	1	-2	7	-7
CN(C)C(=O)CN(c1ccc(F)c(Cl)c1)S(C)(=O)=O	0	-1	-17	-5	8	-1.8	7	.	16	-16
Cc1ccc(C(=O)CCC(=O)N2CCN(c3ccccc3O)CC2)cc1	7	-6	8	-33	38	0.7	-18	0	-18	18
CCN(CC)C(=O)C1=C(C)NC(=S)NC1c1ccc(C)s1 (configuration not stated)	0	-2	-8	4	35	-0.9	6	-3	3	-3
O=C(Nc1nnc(/N=C/c2ccco2)s1)c1ccc(F)cc1	0	-2	0	-8	44	-0.8	10	.	.	-18
COCCSc1nnc(NC(=O)C2CC(=O)N(c3ccc(C)cc3)C2)s1 (configuration not stated)	1	-4	-4	0	-2	-0.6	11	-3	20	-20
CC(=O)O[C@H]1C(=O)[C@]2(C)[C@H]([C@H](OC(=O)c3ccccc3)[C@]3(O)C[C@H](OC(=O)[C@H](O)[C@@H](NC(=O)c4ccccc4)c4ccccc4)C(C)=C1C3(C)C)[C@]1(OC(C)=O)CO[C@@H]1C[C@@H]2O	2	-3	1	5	1	2.1	4	.	-4	4
COC(=O)c1ccc(N(CC(=O)NC2CCCC2)C(=O)CNC(=O)c2cccs2)cc1	-2	0	2	2	-6	2.0	-4	-10	.	.
O=[N+]([O-])c1cc(S(=O)(=O)N2CCOCC2)ccc1OCc1cccc(Cl)c1	-2	0	7	-12	-3	0.0	-11	-1	-33	33
CC1=CC(C)(C)n2c(O)c(N=NC(N)=S)c3cccc1c32	15	-9	8	-30	.	-0.8	-8	3	-55	55
COc1cc(OC)cc(-c2c(C#Cc3ccsc3)c3cc(-c4ccc5c(c4)OCO5)ccc3n2C)c1	-6	-9	8	-15	-1	-1.8	-18	.	-44	44
Cc1ccc(-c2nc3ccccc3s2)cc1NC(=O)c1ccc2c(c1)OCO2	-5	-2	6	-3	58*	-0.2	6	-1	-1	1
C/C(=N\NC(=O)CN1CCN(c2ccc(F)cc2)CC1)c1ccco1	-2	-3	-2	9	-10	-0.8	-10	-1	-3	3
COc1ccc(CNC(=O)N2CCN(c3cccc(Cl)c3)CC2)cc1OC	-1	2	-1	-2	38	-0.8	-2	2	6	-6
COCCCNc1ncnc2c1nc1n2CCCC1	1	-2	-7	0	6	2.6	-19	-2	25	-25
Cc1cc(=O)oc2cc(OCC(=O)OCC(=O)N(CCC#N)c3ccccc3)ccc12	-1	0	-9	-11	11	2.5	-18	-1	6	-6
